# Pf Dd2 growth: qHTS Primary assay for Inhibitors of Plasmodium falciparum Dd2 growth in vitro; P. falciparum Dd2 growth, SYBR Green, 72 h; Potency, µM (series often up to 28.9 µM), for inactives: top-dose activity, negative = inhibition, most hits filed as inhibitors; hit rate 4.3% among 120,000; active = well fitted inhibition curve with a large enough effect; inconclusive = small, poorly fitted or top-dose-only effect; inactive = no such curve, though single readings can be large or run the other way;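 note: plate controls were DMSO vehicle for no effect and reference drug for full effect; nearly all actives have a fitted effect of over 65% in size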
#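 Readout: SYBR Green fluorescence, 485 nm excitation, 535 nm emission, after ~16 h lysis at 37C. Before that, Dd2-infected red cells (2.5% hematocrit) grew 72 h with compound, 29 uM top final concentration.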
# * marks the source's active call; other numbers are inactive results; i = inactive; ? = inconclusive; [ ] = remark or other dose. Potency is the fitted concentration of half-maximal effect. This is a subset; count on the stated rates, not on these rows.
SMILES,Pf Dd2 growth
Cc1ccc(NC(=O)Cn2c(=O)n(CCC(=O)NCCc3ccccc3)c(=O)c3ccccc32)cc1,12.6%
CCOc1ccc(NC(=O)Cn2c(=O)n(CCCCCC(=O)NCc3ccccc3)c(=O)c3sccc32)cc1,-23.8%
O=C(C1CC(=O)N(c2n[nH]c3cccc(F)c23)C1)N1CCN(c2ccc(Cl)cc2)CC1 (stereo unspecified),-21.3%
CN(C)c1ccc(CN[C@H]2CO[C@H]3[C@@H]2OC[C@@H]3n2cc(CC3CCCCC3)nn2)cc1,-12.6%[44.1 µM]
Cc1cccn2c(=O)c3cc(C#N)c(=O)n(-c4nnc(SCc5ccc(F)cc5)s4)c3nc12,?
Cc1ccc(-c2cnc(C3CC3)o2)cc1S(=O)(=O)Nc1ccc(F)cc1Cl,3.9%
CCOC(=O)c1cc2c(=O)n3ccccc3nc2n(CC(C)C)c1=NC(=O)C(C)(C)Oc1ccc(Cl)cc1,19.1%
CN(C)C(=O)C1CN(C(=O)NCc2ccccc2)CC12CCOCC2 (stereo unspecified),13.2%
COc1cccc(-c2nc(N3CCOCC3)cc3c2CN(C)C3=O)c1OC,-14.9%[44.1 µM]
CCCC(=O)N(c1ccc2oc(C)c(C(C)=O)c2c1)S(=O)(=O)c1ccc(CC)cc1,-6.1%
CO[C@H]1C(=O)N(C2CCN(S(=O)(=O)C(C)C)CC2)[C@H]1c1ccncc1,-2.3%
Cc1ccsc1C(=O)N1CCc2nn(C)c(=O)n2CC1,27.2%
O=C(COc1ccccc1)N1CC2(C1)CN(Cc1ccc(Cl)cc1)C(=O)O2,8.5%[44.1 µM]
COc1ccc(C(=O)N2CCC(N3CCCC3=O)CC2)cc1,i
CCc1nncn1C1CCN(S(=O)(=O)c2cccc(Cl)c2)CC1,?
Cc1nn(-c2ccccc2)c(OC(=O)c2ccccc2Cl)c1S(=O)(=O)c1ccccc1,5.3%
O=C(CCC1CCN(c2cc(NC3CC3)ncn2)CC1)NCc1ccc(F)cc1,-11.8%
COc1ccc(C2(C(=O)N3CCC4(CCC4OC)CC3)CC2)cc1 (stereo unspecified),-9.9%
COc1ccc(Cl)cc1C(=O)N1CCC(c2n[nH]c(=O)n2-c2ccccc2)CC1,-22.1%
O=C1N(c2ccccc2)c2ccccc2C12CCN([S+](=O)([O-])c1cccs1)C2 (stereo unspecified),?
O=C(c1ccccc1OCC1CCCN(C2CCCCC2)C1)N1CCCC1 (stereo unspecified),?
CC1CCN(C(=O)C[C@@H]2c3nc(NC(=O)CC(C)(C)C)sc3C[C@@H]3[C@](C)(CO)[C@H](O)CC[C@]32C)CC1,?
CC(C)Oc1ccc(CN2CCc3nc(N(C)C)[nH]c(=O)c3CC2)cc1,16.4%[5.79 µM]
CC(=O)N1CCOc2cc(S(=O)(=O)NCc3ccccc3Cl)c(Cl)cc21,-7.5%
CCc1ccc(C(=O)c2cn(CC(=O)Nc3cccc(C)c3C)c3nc(C)ccc3c2=O)cc1,?
Cc1ccc(C)c(NC(=O)CSc2nc(=O)n(Cc3ccncc3)c3c2CCC3)c1,-21.4%
O=C(Cn1c(=O)n(CCCS(=O)(=O)C2CCCCC2)c(=O)c2ccccc21)Nc1ccc(F)c(Cl)c1,14.4%
Cn1ccc(C(=O)N2C[C@H]3CN(C4CCOCC4)C[C@@]3(C(=O)O)C2)n1,-4.8%
COc1ccc(C(=O)N2CCCC3(C2)NC(=O)N(Cc2ccc(C)cc2)C3=O)cc1OC (stereo unspecified),12.3%
CSc1ccc(-c2nc(CN3CCN(C(=O)N(C)C)CC3)c(C)o2)cc1,-28.5%
Cc1ccc(NC(=O)N2CCCOCCNC(=O)[C@@H]3CCCC[C@@H]32)cc1C,-11.0%
COc1ccc(C(=O)N2CCOC(CCCC(C)C)C2)cc1OC (stereo unspecified),-4.4%
O=C(NC1CCCCC1)O[C@@H]1CO[C@H]2[C@@H]1OC[C@@H]2n1nnnc1Sc1ncccn1,-10.3%[44.1 µM]
O=C(NCC1CN(C(=O)c2cccc(O)c2)CC12CN(c1ccccc1)C2)Nc1ccccc1 (stereo unspecified),-4.8%
Cc1cc(C)n(CC(=O)N2C[C@@H](CO)[C@H](c3ccncc3)C2)n1,19.4%
CC1(C(=O)O)CCN([S+](=O)([O-])c2cccc(C(F)(F)F)c2)CC1,4.4%
O=C(NC1CCN(c2cc(-c3cccs3)[nH]n2)C1)c1ccc(F)cc1Cl (stereo unspecified),i
O=C1NC2(CCN(Cc3ccccn3)CC2)Oc2ccccc21,-14.8%[44.1 µM]
Cc1ccc(S(=O)(=O)NCC(c2ccco2)N2CCN(c3ccccc3F)CC2)cc1 (stereo unspecified),20.6%
Cc1ccc(Cl)cc1N1CCN(C(=O)c2cnc(N3CCOCC3)c3ccccc23)CC1,i
Cc1ccc(S(=O)(=O)N[C@H](C)c2onc(-c3cccnc3)c2C(=O)O)cc1,8.7%[44.1 µM]
COc1ccc2c(c1)CCN=C2C[C@H]1CN(S(=O)(=O)C(C)C)CC[C@H]1CC(=O)O,-11.3%[44.1 µM]
O=C(O)c1ccc(CN2CCC[C@H]2c2nc(-c3ccc(OC4CCCCC4)nc3)no2)cc1,-26.1%
Cn1cc(NC(=O)CN2CCC(N3CCCC(C(=O)N4CCCC4)C3)CC2)cn1 (stereo unspecified),-9.7%
O=C(NC1CCc2nnc(C3CC3)n2CC1)c1cnco1 (stereo unspecified),21.4%
O=C(NCc1c[nH]c2ncccc12)c1cccnc1,i
Cc1ccc(F)cc1NC(=O)CCSc1nc(-c2ccco2)cc(C(F)(F)F)n1,0.794µM*
CCCCCn1c(CCCNC(=O)c2cccc(C)c2)nc2ccccc21,?
CCn1c2c(c(=O)n3ncc(C(=O)Nc4cc(Cl)ccc4OC)c13)CN(Cc1ccc(OC)cc1)CC2,?
Cc1ccsc1C(=O)N1CCCC2(C1)Nc1cccnc1NC2=NC1CCCC1 (stereo unspecified),-23.8%[5.79 µM]
CN(C)CCCN(C(=O)c1ccc2c(c1)OCCO2)c1nc2ccccc2s1,?
COc1cccc(CNC(=O)c2ccc3c(c2)nc2n3CCC(C)C2)c1OC (stereo unspecified),-23.5%
O=C(c1ccc(Nc2nc3ccccc3n3nnnc23)cc1)N1CCN(c2cccc(C(F)(F)F)c2)CC1,?
COc1ccccc1C(=O)N1CCC(N2CCNC2=O)CC1,i
O=C(NCCc1ccc(Cl)cc1)c1ccc(Nc2nc3ccccc3n3nnnc23)cc1,-26.6%
O=C(Nc1ccc(-c2nnc3n2CCCC3)cc1)c1cnccn1,?
COc1ccc(S(=O)(=O)N2CCN(c3cccc(C)c3C)CC2)c2ccccc12,23.8%
COC1C(=O)N(C2CCN(C(=O)NC3CCCCC3)CC2)C12CCOCC2 (stereo unspecified),5.0%
Cc1ccccc1CSc1nc(-c2cccc(F)c2)nc2c1Cc1c(CO)cnc(C)c1O2,?
COc1cc(OC)nc(N2C[C@H]3OC(=O)N(Cc4ccccc4OC)[C@H]3C2)n1,3.55µM*

# 4 compounds picked at random from those above:
SMILES,Pf Dd2 growth
CC(C)Oc1ccc(CN2CCc3nc(N(C)C)[nH]c(=O)c3CC2)cc1,16.4%[5.79 µM]
CO[C@H]1C(=O)N(C2CCN(S(=O)(=O)C(C)C)CC2)[C@H]1c1ccncc1,-2.3%
Cc1ccc(S(=O)(=O)N[C@H](C)c2onc(-c3cccnc3)c2C(=O)O)cc1,8.7%[44.1 µM]
COc1ccc(Cl)cc1C(=O)N1CCC(c2n[nH]c(=O)n2-c2ccccc2)CC1,-22.1%

# (list continues)
SMILES,Pf Dd2 growth
CS(=O)(=O)N1C[C@@H]2C[C@H]1C(=O)N(Cc1ccc(OC(F)(F)F)cc1)c1ccccc1O2,-21.0%
Cn1ncc(N2CCC(NC(=O)CCC3CCCC3)CC2)cc1=O,-12.8%
O=C(c1ccccc1-c1ncn[nH]1)N1CCn2nc(Cc3ccccc3)cc2C1,?
Cc1nc(C2CC2)ncc1C(=O)N(C/C=C/c1ccccc1)C1CC1,-27.2%
CCOC(=O)C1(Cc2ccccc2)CCCN(S(=O)(=O)c2ccc(OC)c(OC)c2)C1 (stereo unspecified),i
COc1ccccc1NC(=O)Cn1c(-c2ccc(F)cc2)nc(C)c(CCO)c1=O,?
Cc1cc(C(=O)NCc2cccnc2N2CCCC(O)C2)c(C)o1 (stereo unspecified),-25.4%
Cc1csc(NC(=O)c2nc(C(O)c3ccccc3)oc2C)n1 (stereo unspecified),i
NC(=O)c1cccc(-c2ncc3c(n2)OCCN(Cc2ccc(F)cc2F)C3=O)c1,?
Cc1ccc(C(=O)N2CCC3(CC2)N=C(c2cccc(Br)c2)NO3)cc1,-7.6%
COc1cccc(CNC(=O)c2c(C)oc3nc(C)nc(N4CCOCC4)c23)c1,31.4%[activator]
COc1ccc(C(=O)NCc2nnc3ccc(-c4ccc(C)c(C)c4)nn23)c(OC)c1,-4.3%
CC1=C[C@@H](CNC(=O)Nc2cccc(C#N)c2)[C@H](C(C)C)C[C@H]1CC(=O)NCc1ccccn1,?
COc1cccc(CNC(=O)C2CCN(C(=O)c3ncn4c3COC(c3ccc(C)cc3)C4)CC2)c1 (stereo unspecified),i
OC1CC(c2cc(N3CCc4c(Cl)cccc4C3)ncn2)C1 (stereo unspecified),-15.4%
COc1cc(OC)cc(-c2nc3nc(C)c(CCC(=O)Nc4ccc(C)cc4C)c(C)n3n2)c1,?
Cn1cc(CNC(=O)C[C@@H]2C[C@H]3O[C@H](CNC(=O)Nc4cccc(Cl)c4)[C@@H](O)[C@H]3O2)cn1,17.4%
Cc1ccc(NC(=O)CN2C(=O)NC(c3ccc(Cl)cc3)C3=C2COC3=O)c(C)c1 (stereo unspecified),i
COCCN1C(=O)CS(=O)C12CCN(C(=O)NCCc1ccccc1)CC2 (stereo unspecified),-2.4%
COc1ccccc1-c1cc(C(=O)N2CCCC2)nn2cccc12,0.1%
COCC1CN(C(C)=O)CC12CCN(C(=O)c1cncc(C)c1)CC2 (stereo unspecified),i
CSc1ncc(C(=O)N2CCN(c3cccc(C(F)(F)F)c3)CC2)c(C)n1,42.8%[activator]
Cc1cc(C[C@@H]2COC[C@@H]2NC(=O)CCCc2nc(-c3ccco3)no2)on1,-5.9%
Cc1ccc(N2C(=O)CS(=O)(=O)C23C(=O)N(Cc2ccc(Cl)cc2)c2ccccc23)cc1C (stereo unspecified),2.24µM*
Fc1ccccc1CNC1(Cc2cc(-c3ccccn3)on2)COC1,-26.9%[44.1 µM]
COCC1CN(C(=O)Cc2ccc(OC)cc2)CC12CCNCC2 (stereo unspecified),i
COc1ccccc1NC(=O)N(Cc1ccc2c(c1)OCO2)C1CCN(Cc2ccccc2)CC1,11.2µM*
COc1ccccc1N1CCN(S(=O)(=O)c2cc3[nH]c(=O)c(=O)[nH]c3cc2C)CC1,-7.2%
COCCC(=O)N1CCC(N2C(=O)CCC2C(=O)NCc2ccccc2)CC1 (stereo unspecified),-3.9%
O=C(c1cccc(Cl)c1)N1c2nc(-c3ccco3)nn2C2(CCCCC2)[C@@H]2CCCC[C@@H]21,-2.2%
Cc1cccc(C(=O)N2CCC3(CC2)N=C(c2ccc(Cl)cc2)NO3)c1,24.3%
COC(=O)c1ccccc1NC(=O)c1sc2nc(C)cc(C)c2c1NC(=O)c1ccccc1OC,33.3%[activator]
CC1CCN(C(=O)c2ccccc2OCC2CCCN(C(C)C)C2)CC1 (stereo unspecified),?
CCNC(=O)O[C@@H]1CO[C@H]2[C@@H]1OC[C@@H]2NC(=S)Nc1cccc2ccccc12,?
COc1cccc(NCc2nc3c(n2Cc2ccccc2)C(=O)N(CC2CC2)CCN3)c1,-25.9%[44.1 µM]
Cc1noc(C)c1CNC(=O)c1cc2c(s1)CCN(C(=O)c1ccc(Cl)cc1)C2,?
Cc1cc2c(-c3ccccc3O)nc(-c3c(C)noc3C)cc2[nH]1,i
CCc1cccc(NC(=O)CCn2nc(C)cc2C)c1,-1.5%
Cc1cc(C)n(C(C)CC(=O)NCc2ccccc2C)n1 (stereo unspecified),2.9%
CCNC(=O)N(C1CC1)C1CCOC2(CCN(C(=O)Cc3ccccc3)CC2)C1 (stereo unspecified),1.9%
Cc1cc2c(cc1C(=O)N[C@H](c1ccccn1)C1CC(O)C1)OCCO2 (stereo partly specified),-12.8%
COC(=O)c1cccc(NC(=S)N[C@H]2CO[C@H]3[C@@H]2OC[C@H]3OC(=O)Nc2ccc(Oc3ccccc3)cc2)c1,-25.1%
CC(C)N[C@@H]1CO[C@H](CNC(=O)CC(C)(C)C)[C@H]1O,-12.2%[44.1 µM]
COc1cccc2c1Oc1ncccc1N(C(=O)CCC(=O)NCCC(C)C)C2,-11.6%
Cc1ccc(Sc2ccc(N3CCC(C(=O)Nc4cc(C)cc(C)c4)CC3)nn2)cc1,25.3%

# Sorted by molar mass (ascending): some entries from above.
SMILES,Pf Dd2 growth
CCc1cccc(NC(=O)CCn2nc(C)cc2C)c1,-1.5%
Cc1cc(C)n(C(C)CC(=O)NCc2ccccc2C)n1 (stereo unspecified),2.9%
CC1CCN(C(=O)c2ccccc2OCC2CCCN(C(C)C)C2)CC1 (stereo unspecified),?
Cc1noc(C)c1CNC(=O)c1cc2c(s1)CCN(C(=O)c1ccc(Cl)cc1)C2,?
COc1cccc(NCc2nc3c(n2Cc2ccccc2)C(=O)N(CC2CC2)CCN3)c1,-25.9%[44.1 µM]

# More entries.
SMILES,Pf Dd2 growth
COC(=O)C1=CN(CC(=O)Nc2cccc(Br)c2)S(=O)(=O)N=C1C,i
O=C(Nc1ccccc1)[C@@H]1C[C@@H](c2ccc(F)cc2)N([S+](=O)([O-])c2cccnc2)C1,9.6%[44.1 µM]
O=C(c1ccccn1)N1CCC(c2cc(-c3ccccc3)n[nH]2)CC1,i[5.79 µM]
Cc1cc(C)cc(NC(=O)Cn2c(-c3cnccn3)nc(C)c(C)c2=O)c1,i
COc1ccc2nc3sc(C(=O)N4CCN(c5ccc(F)cc5)CC4)cc3cc2c1,18.2%
CCOc1ccc(NC(=O)Cn2c(C)ccc(NC(=O)Nc3ccc(C)cc3)c2=O)cc1,13.8%

# Screening results from PubChem BioAssay.
